Bioassay records as filed in PubChem BioAssay.
PKA inh: inhibitors of human protein kinase A; inhibition, % at 6 µM; PKA Kemptide phosphorylation, Kinase-Glo ATP luminescence; AID 524; hit rate 0.1% among 65,000;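 active = inhibition above the screen-wide mean inhibition plus 3 SD, cut at about 21% in these data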; note: many of its hits are not listed in these tables
ROCK2 blocker: blocks human Rho kinase 2 activity. O75116. purified ROCK2, Kinase-Glo ATP depletion luminescence. inhibition, % at 6 µM. hit rate 0.35% among 60,000. AID 604;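 active = inhibition above the screen-wide mean inhibition plus 3 SD, cut at about 18% in these data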;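 note: plate controls were DMSO wells for no effect and Y-27632 control wells after no-enzyme background subtraction for full effect; many of its hits are not listed in these tables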
Target sequence (O75116 whole entry, looked up): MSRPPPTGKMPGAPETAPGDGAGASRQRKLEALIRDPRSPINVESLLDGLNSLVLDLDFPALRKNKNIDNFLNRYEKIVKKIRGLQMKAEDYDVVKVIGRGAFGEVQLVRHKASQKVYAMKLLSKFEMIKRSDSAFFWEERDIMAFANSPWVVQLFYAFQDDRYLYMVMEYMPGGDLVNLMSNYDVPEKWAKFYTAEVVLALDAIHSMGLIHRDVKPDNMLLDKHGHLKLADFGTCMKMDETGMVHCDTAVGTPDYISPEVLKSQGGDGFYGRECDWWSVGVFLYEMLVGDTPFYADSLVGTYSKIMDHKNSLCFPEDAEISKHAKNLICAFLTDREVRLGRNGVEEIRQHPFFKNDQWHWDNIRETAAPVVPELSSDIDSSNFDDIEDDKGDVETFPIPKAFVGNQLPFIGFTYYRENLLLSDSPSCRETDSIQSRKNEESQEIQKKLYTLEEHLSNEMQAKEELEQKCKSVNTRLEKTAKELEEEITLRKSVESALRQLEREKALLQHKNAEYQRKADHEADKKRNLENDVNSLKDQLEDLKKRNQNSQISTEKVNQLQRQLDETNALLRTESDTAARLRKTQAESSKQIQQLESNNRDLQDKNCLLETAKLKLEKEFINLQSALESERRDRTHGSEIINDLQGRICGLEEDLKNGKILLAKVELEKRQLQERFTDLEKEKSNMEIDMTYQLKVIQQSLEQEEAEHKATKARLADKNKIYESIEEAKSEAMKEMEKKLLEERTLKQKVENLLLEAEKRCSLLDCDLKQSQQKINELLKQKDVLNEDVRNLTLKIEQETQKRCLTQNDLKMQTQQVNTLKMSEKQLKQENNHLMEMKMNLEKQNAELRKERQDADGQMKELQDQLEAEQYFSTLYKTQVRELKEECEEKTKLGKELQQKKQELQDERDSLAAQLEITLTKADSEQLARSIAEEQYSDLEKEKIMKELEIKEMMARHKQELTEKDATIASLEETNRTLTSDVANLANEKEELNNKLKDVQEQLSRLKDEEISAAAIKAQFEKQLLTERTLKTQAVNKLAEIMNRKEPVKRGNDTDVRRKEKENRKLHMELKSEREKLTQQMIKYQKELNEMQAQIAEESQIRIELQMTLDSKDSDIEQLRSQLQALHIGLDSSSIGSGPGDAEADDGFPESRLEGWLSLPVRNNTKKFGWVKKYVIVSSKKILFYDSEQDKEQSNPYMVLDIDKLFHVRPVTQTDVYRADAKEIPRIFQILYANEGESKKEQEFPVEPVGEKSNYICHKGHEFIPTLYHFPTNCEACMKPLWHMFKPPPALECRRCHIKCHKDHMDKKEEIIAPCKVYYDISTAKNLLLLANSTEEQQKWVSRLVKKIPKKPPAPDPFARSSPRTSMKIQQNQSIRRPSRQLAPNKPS
JNK3 inh: JNK3 (human) kinase inhibition. AID 746. hit rate 0.61% among 60,000. inhibition, % at 8 µM. purified JNK3 kinase activity, HTS. P53779; in the data active = inhibition above about 17%;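 note: 0% = DMSO and 100% = reference inhibitor; many of its hits are not listed in these tables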
* hit, by the source's call.

A first look:
Cc1cc(C(=O)CSc2nn(-c3ccccc3)c(=S)s2)c(C)n1Cc1ccco1 was read as PKA inh 2.
Cc1nnc(SCc2cccs2)[nH]c1=O was read as PKA inh -8.
`COc1ccccc1N1CCN(C(c2cccs2)C(C)NC(=O)c2cccs2)CC1` (stereo not drawn) gave PKA inh -4.
Screening COc1ccccc1-n1c(SCC(=O)Nc2nnc(C)s2)nc2c(c1=O)SCC2 returned PKA inh 8.
CCOC(=O)C(C)(C)Sc1ncnc2nc[nH]c12 was read as PKA inh 12.

The list itself (from the top)
Cc1cc(C(=O)CSc2nn(-c3ccccc3)c(=S)s2)c(C)n1Cc1ccco1 was read as PKA inh 2.
Cc1nnc(SCc2cccs2)[nH]c1=O was read as PKA inh -8.
`COc1ccccc1N1CCN(C(c2cccs2)C(C)NC(=O)c2cccs2)CC1` (stereo not drawn) gave PKA inh -4.
Screening COc1ccccc1-n1c(SCC(=O)Nc2nnc(C)s2)nc2c(c1=O)SCC2 returned PKA inh 8.
CCOC(=O)C(C)(C)Sc1ncnc2nc[nH]c12 was read as PKA inh 12.
`CCOc1ccc(-n2c(SC(C)C(=O)OC)nc3c(c2=O)SCC3)cc1` (stereo not drawn) gave PKA inh 0.
For Cc1cc(N2CCN(C(=O)c3ccco3)CC2)n2ncnc2n1 the results were PKA inh -6.
`Cc1cc(NC(=O)C2CCC2)n(-c2ccccn2)n1` gave PKA inh 12.
O=S(=O)(c1ccc(Oc2ccc3oc4ccccc4c3c2)nc1)N1CCCC1 was read as PKA inh 12.
For CCCn1c(CN(C)Cc2ccccc2)nc2c1c(=O)n(C)c(=O)n2C the results were PKA inh 3.
Screening COc1cc(C2CC(=O)Nc3ccccc3S2)cc(OC)c1OC (stereo not drawn) returned PKA inh 10.
`Cn1c(SCC(=O)NCC2CCCO2)nc2c([nH]c3ccccc32)c1=O` (stereo not drawn) gave PKA inh 5.
Screening Cc1cc2nnc(SC3CCOC3=O)n2c2ccccc12 (stereo not drawn) returned PKA inh 10.
Screening Cc1ccccc1Cn1cc(S(=O)(=O)CC(=O)N2CCCCC2)c2ccccc21 returned PKA inh 8.
For Cc1cc(NC(=O)CC(C)(C)C)nc2c1c(=O)oc1ccccc12 the results were PKA inh 12.
Screening CCCn1c(=S)[nH]c2cc(C(=O)N3CCN(c4ccccc4OC)CC3)ccc2c1=O returned PKA inh 2.
For Cc1[nH]c2ccccc2c1C(=O)CSc1ncn[nH]1 the results were PKA inh 4.
Screening COc1ccccc1OCC(O)Cn1c(=N)n(CCN2CCCCC2)c2ccccc21 (stereo not drawn) returned PKA inh 0.
C=CCn1c(CCCNC(=O)CCC)nc2ccccc21 was read as PKA inh 7.
For Cc1ccc2c(COC(=O)c3n[nH]c4ccccc34)cc(=O)oc2c1 the results were PKA inh 7.
Screening Cc1ccccc1NC(=O)Cc1nc(CSc2nnc(C3CCCCC3)n2N)cs1 returned PKA inh 11.
Cc1cc(NC(=O)CCn2c(=O)sc3ccccc32)no1 was read as PKA inh 5, ROCK2 blocker 1 and JNK3 inh -8.
CCOC(=O)N1CCN(C(=O)CSCC(=O)Nc2nc(-c3ccccc3)cs2)CC1 was read as PKA inh 8, ROCK2 blocker 2 and JNK3 inh 6.
For CCOC(=O)N1CCN(C(=O)CSCc2nc(-c3ccccc3F)oc2C)CC1 the results were PKA inh 0, ROCK2 blocker -1 and JNK3 inh -4.
Screening CCCc1[nH]nc2c1C(C1CC=CCC1)C(C#N)=C(N)O2 (stereo not drawn) returned PKA inh 14, ROCK2 blocker 5 and JNK3 inh 1.
`Cc1ccsc1C(=O)OCC(=O)Nc1sccc1C(N)=O` gave PKA inh 7, ROCK2 blocker 2 and JNK3 inh 13.
For O=C(c1ccccc1)N1CCCCC(S(=O)(=O)c2ccccc2)C1=O (stereo not drawn) the results were PKA inh 14, ROCK2 blocker 3 and JNK3 inh 2.
`CC1=C(C(=O)Nc2ccc(C)cc2)C(c2ccc(N(C)C)cc2)NC(=O)N1` (stereo not drawn) gave PKA inh 5, ROCK2 blocker 8 and JNK3 inh -4.
For COc1ccccc1CNc1ncnc2c1nnn2Cc1ccccc1 the results were PKA inh 2, ROCK2 blocker 3 and JNK3 inh 2.
Screening CC(NC(=O)Cc1cccs1)C(c1cccs1)N1CCOCC1 (stereo not drawn) returned PKA inh 5, ROCK2 blocker 0 and JNK3 inh -2.
For Cc1cc(-c2nnc(SCc3cccnc3)o2)no1 the results were PKA inh 4, ROCK2 blocker -1 and JNK3 inh 5.
`O=S(=O)(c1ccc(Br)s1)N1CCc2ccccc2C1` gave PKA inh 2, ROCK2 blocker 1 and JNK3 inh -4.
OCCNc1nc(-c2cccnc2)nc2ccccc12 was read as PKA inh -8, ROCK2 blocker -5 and JNK3 inh 0.
For COc1ccccc1C(=O)NC(C)C(c1cccs1)N1CCOCC1 (stereo not drawn) the results were PKA inh 10, ROCK2 blocker 5 and JNK3 inh 0.
For Cc1nc(N2CCC(C(N)=O)CC2)c2nnn(Cc3ccccc3)c2n1 the results were PKA inh 4, ROCK2 blocker -3 and JNK3 inh -6.
For CCCCc1cc(=O)oc2c(CN(C)C)c(O)c(Cl)cc12 the results were PKA inh 5, ROCK2 blocker 11 and JNK3 inh 7.
Screening O=C(Nc1ccc2c(c1)OCCO2)c1cnc2ccccn2c1=O returned PKA inh 5, ROCK2 blocker 4 and JNK3 inh 1.
For COC(=O)C(C)Sc1nc(-c2ccc(OC)cc2)nc2c1c(=O)n(C)c(=O)n2C (stereo not drawn) the results were PKA inh 6, ROCK2 blocker 1 and JNK3 inh -4.
Screening CCCSC1=C(C#N)C(c2ccc(Cl)cc2Cl)CC(=O)N1 (stereo not drawn) returned PKA inh 6, ROCK2 blocker 0 and JNK3 inh -2.
Screening Cc1nn(CC(=O)N(C)C)c(=O)c2ccccc12 returned PKA inh 9, ROCK2 blocker 6 and JNK3 inh 0.
Screening O=C1CC(c2ccc(F)cc2)Sc2ccccc2N1 (stereo not drawn) returned PKA inh -4, ROCK2 blocker 4 and JNK3 inh 1.
For CCOCCn1c(CN2CCN(c3ccc(OC)cc3)CC2)nc2c1c(=O)n(C)c(=O)n2C the results were PKA inh 6, ROCK2 blocker 10 and JNK3 inh 8.
O=C(c1cnc2n(c1=O)CCS2)N1CCCc2ccccc21 was read as PKA inh 10, ROCK2 blocker 6 and JNK3 inh -7.
CS(=O)(=O)c1nncn1-c1ccccc1 was read as PKA inh 7, ROCK2 blocker 8 and JNK3 inh 5.
COc1ccc(-c2nnc(Nc3nc4c(OC)cccc4s3)o2)c(OC)c1 was read as PKA inh 2, ROCK2 blocker 1 and JNK3 inh -6.
Screening O=C(Cn1cnc2c(nnn2Cc2ccccc2F)c1=O)N1CCN(c2ccccc2)CC1 returned PKA inh 1, ROCK2 blocker 0 and JNK3 inh -6.
Screening CCC(C)Sc1nc2c(c(=O)[nH]c(=O)n2C)n1CCc1ccccc1 (stereo not drawn) returned PKA inh 9, ROCK2 blocker 0 and JNK3 inh -1.
For Cn1c(=O)c2c(nc(CN3CCc4ccccc4C3)n2CC(=O)c2ccccc2)n(C)c1=O the results were PKA inh 3, ROCK2 blocker -1 and JNK3 inh 5.
Screening O=C(Cn1cnc2c(nnn2Cc2ccc(F)cc2)c1=O)OCc1ccccc1 returned PKA inh 4, ROCK2 blocker 2 and JNK3 inh 1.
Screening COc1cccc2cc(C(=O)NC3CC(C)(C)NC(C)(C)C3)c(=O)oc12 returned PKA inh 4, ROCK2 blocker -2 and JNK3 inh -3.
For CCn1c(SCC(=O)c2ccc(CNC(C)=O)o2)nnc1-c1cccs1 the results were PKA inh -2, ROCK2 blocker -2 and JNK3 inh -6.
`Cn1c(=O)oc2cc(S(=O)(=O)Nc3ccc4c(c3)OCCO4)ccc21` gave PKA inh -6, ROCK2 blocker 2 and JNK3 inh 2.
`Cc1ccc(C2NC(=O)NC(O)(C(F)(F)F)C2C(=O)c2ccccc2)o1` (stereo not drawn) gave PKA inh -5, ROCK2 blocker -4 and JNK3 inh -6.
Cn1c(=O)n(CC(=O)NCc2cccnc2)c2ccccc21 was read as PKA inh -9, ROCK2 blocker -3 and JNK3 inh 2.
Cc1ccc(NC(=O)COc2ccc3oc4c(c3c2)CCCC4)nc1 was read as PKA inh 9, ROCK2 blocker 9 and JNK3 inh -4.
For C=CCNc1nc(-c2cccc(OC)c2O)nc2ccccc12 the results were PKA inh 2, ROCK2 blocker -10 and JNK3 inh -7.
`Cc1cc2c(c(C)nn2-c2ccccc2)c(=O)o1` gave PKA inh 9, ROCK2 blocker 5 and JNK3 inh 1.
COc1ccc(-n2c(C)nc3cc(C(=O)N4CCOCC4)ccc32)cc1 was read as PKA inh 12, ROCK2 blocker 6 and JNK3 inh -1.
Screening COc1cccc(C2CC(c3ccccc3)Nc3ncnn32)c1 (stereo not drawn) returned PKA inh -3, ROCK2 blocker 4 and JNK3 inh 3.
COc1ccccc1CNC(=O)CCn1c(=O)sc2ccccc21 was read as PKA inh -5, ROCK2 blocker -1 and JNK3 inh 0.
`CSCCC(NC(C)=O)C(=O)Oc1ccc2c3c(c(=O)oc2c1)CCCC3` (stereo not drawn) gave PKA inh 2, ROCK2 blocker 4 and JNK3 inh 3.
Screening Cc1cc(-c2csc(NC(=O)c3cc4ccccc4o3)n2)c(C)n1C returned PKA inh 6, ROCK2 blocker 0 and JNK3 inh -3.
COc1ccc(NC(=O)C2CCCN2C(=O)OCc2ccccc2)c(OC)c1 (stereo not drawn) was read as PKA inh 10, ROCK2 blocker 7 and JNK3 inh 0.
For O=C(CCc1ccccc1)n1nc(-c2ccccc2)nc1NCc1ccco1 the results were PKA inh 7, ROCK2 blocker 2 and JNK3 inh -4.
`CCN1CCN(C(=O)c2sc3nc(C)nc(N4CCC(C)CC4)c3c2C)CC1` gave PKA inh 5, ROCK2 blocker 7 and JNK3 inh -4.
`CCc1nnc(NC(=O)c2c(OC)cccc2OC)s1` gave PKA inh 2, ROCK2 blocker 2 and JNK3 inh -11.
Screening CCc1nnc(NC(=O)C2CCCN2S(=O)(=O)c2ccccc2)s1 (stereo not drawn) returned PKA inh 9, ROCK2 blocker 7 and JNK3 inh -1.
For O=C(CCn1nnc2ccccc21)N1CCN(c2ccccc2)CC1 the results were PKA inh 7, ROCK2 blocker -3 and JNK3 inh 0.
Nc1ccc(Nc2ccccc2N)cc1 was read as PKA inh 8, ROCK2 blocker 8 and JNK3 inh -3.
`Cc1cc(C)c2c(N)c(C(=O)NCc3ccco3)sc2n1` gave PKA inh -6, ROCK2 blocker 0 and JNK3 inh -5.
COCCn1c(SCC#N)nnc1-c1ccccc1 was read as PKA inh 9, ROCK2 blocker 0 and JNK3 inh 2.
For O=C(CCn1c(=O)sc2ccccc21)Nc1ccon1 the results were PKA inh 6, ROCK2 blocker -1 and JNK3 inh -6.
Cc1cc2c(cc1C)NC(c1cccnc1)C1=C(CC(C)(C)CC1=O)N2 (stereo not drawn) was read as PKA inh 4, ROCK2 blocker 2 and JNK3 inh -13.
Screening Cc1cc(N2CCN(C(=O)OC(C)(C)C)CC2)n2ncnc2n1 returned PKA inh 5, ROCK2 blocker 4 and JNK3 inh 4.
COCCNC(=O)c1ccc2c(c1)ncn2-c1ccc(F)c(F)c1 was read as PKA inh 0, ROCK2 blocker 4 and JNK3 inh -8.
Screening Cc1ccc(N(Cc2cc3ccccc3[nH]c2=O)C(=O)c2ccco2)c(C)c1 returned PKA inh 0, ROCK2 blocker 1 and JNK3 inh -1.
Cc1cccc(-c2nc(CSCC(=O)NCCCN3CCOCC3)c(C)o2)c1 was read as PKA inh 11, ROCK2 blocker 3 and JNK3 inh 0.
`COc1ccc(CNS(=O)(=O)c2ccc(OC)cc2)cc1` gave PKA inh 1, ROCK2 blocker 0 and JNK3 inh 2.
Screening Cc1cccc2cc3c(N)c(C(=O)N4CCOCC4)sc3nc12 returned PKA inh 6, ROCK2 blocker 5 and JNK3 inh -8.
Screening Cc1ccc2c(c1)c(C)c(C)n2CC(O)Cn1nc(C)c(Br)c1C (stereo not drawn) returned PKA inh 10, ROCK2 blocker 6 and JNK3 inh 1.

Filtered by structure: those above with a tert-butyl group.
For Cc1cc(NC(=O)CC(C)(C)C)nc2c1c(=O)oc1ccccc12 the results were PKA inh 12.
Screening Cc1cc(N2CCN(C(=O)OC(C)(C)C)CC2)n2ncnc2n1 returned PKA inh 5, ROCK2 blocker 4 and JNK3 inh 4.

An excerpt; rates above refer to the full screens.
